HDAC3 inh – inhibitors of human histone deacetylase 3; AID 2718; inhibition, % at 8.3 µM; 320,000 compounds, 0.15% hits; recombinant HDAC3, fluorogenic peptide/trypsin coupled, fluorescence; in the data active = inhibition above about 26%, passing the limit was not always enough; inconclusive = no clear call, values can overlap the other calls
ANO1 block – blocks the mouse calcium-activated chloride channel TMEM16A. Q8BHY3. normalized B-score (activity score, 25-100; higher = stronger inhibition) at 10 µM. 310,000 compounds, 1.2% hits. AID 588511. HEK293 TMEM16A/YFP iodide influx fluorescence, ionomycin;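 active = ratio plate-corrected score three or more library SD toward inhibition, starting fluorescence score within five deviations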;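 note: score derived from kinetic fluorescence span divided by baseline fluorescence per well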
Target sequence (Q8BHY3 whole entry, looked up): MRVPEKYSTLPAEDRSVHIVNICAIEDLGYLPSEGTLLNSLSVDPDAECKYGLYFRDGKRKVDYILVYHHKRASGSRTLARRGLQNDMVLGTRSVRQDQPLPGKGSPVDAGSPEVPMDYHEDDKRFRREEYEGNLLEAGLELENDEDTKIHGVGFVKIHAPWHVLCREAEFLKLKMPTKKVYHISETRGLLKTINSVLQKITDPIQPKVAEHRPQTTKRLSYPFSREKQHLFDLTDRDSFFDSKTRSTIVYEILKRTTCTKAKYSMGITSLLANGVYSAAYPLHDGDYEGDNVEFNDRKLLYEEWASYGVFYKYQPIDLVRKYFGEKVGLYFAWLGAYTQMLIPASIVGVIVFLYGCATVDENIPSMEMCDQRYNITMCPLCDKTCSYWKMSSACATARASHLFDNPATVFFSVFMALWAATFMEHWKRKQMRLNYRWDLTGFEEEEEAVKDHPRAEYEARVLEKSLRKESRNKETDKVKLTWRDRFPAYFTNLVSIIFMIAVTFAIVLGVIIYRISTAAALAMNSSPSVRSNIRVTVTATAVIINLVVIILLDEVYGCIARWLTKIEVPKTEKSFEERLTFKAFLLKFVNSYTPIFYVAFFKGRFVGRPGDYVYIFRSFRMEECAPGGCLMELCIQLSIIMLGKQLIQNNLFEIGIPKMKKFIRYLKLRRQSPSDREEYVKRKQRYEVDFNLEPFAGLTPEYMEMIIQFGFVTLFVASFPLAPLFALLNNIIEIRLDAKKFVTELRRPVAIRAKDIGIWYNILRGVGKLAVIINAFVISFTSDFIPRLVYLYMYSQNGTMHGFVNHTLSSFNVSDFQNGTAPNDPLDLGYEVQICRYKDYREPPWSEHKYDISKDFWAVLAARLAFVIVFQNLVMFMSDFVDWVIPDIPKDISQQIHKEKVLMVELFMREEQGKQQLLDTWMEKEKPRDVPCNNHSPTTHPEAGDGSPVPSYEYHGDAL
SKKanGAS inh – inhibitors of SKKanGAS S. pyogenes growth in kanamycin (SK-promoter or general growth effect); AID 1662; BacTiter-Glo, 6 h; 300,000 compounds, 1.3% hits; inhibition, % at 7.5 µM;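 active = mean replicate score, as percent of positive control median, at least 50; inconclusive = mean below 50 but one replicate at or above 50; inactive = mean and every replicate below 50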;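 note: strain carries kanamycin resistance gene driven by streptokinase promoter and grows in 40 µg/ml kanamycin; loss of luminescence reflects streptokinase promoter inhibition or plain growth inhibition; 0% = median of DMSO wells and 100% = positive control at its reference dose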
KCNK3 inh – human KCNK3 channel inhibition, primary screen; O14649; CHO-KCNK3 thallium flux, FluxOR fluorescence; stronger effect = lower value; B-score at 10 µM; 340,000 compounds, 0.84% hits;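 active = B-score under library mean minus 4 SD, starting fluorescence ratio at most library mean plus 5 SD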;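 note: more negative B-score means stronger inhibition of thallium flux through KCNK3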
The depositor's hits bear a star; i = inactive; ? = inconclusive; nt = not tested or not shown. Some of the compounds tested; rates above refer to the full screens.

Start of the data: the first 2 compounds as a preview:
SMILES | HDAC3 inh | ANO1 block | SKKanGAS inh | KCNK3 inh
CCC(=Nc1ccccc1)C1=C(O)CC(C)(C)CC1=O | nt | nt | 9 | nt
O=C(COC(=O)c1ccccc1Br)NCC1CCCCC1 | 1 | nt | nt | nt

The list itself, repeating the preview:
SMILES | HDAC3 inh | ANO1 block | SKKanGAS inh | KCNK3 inh
CCC(=Nc1ccccc1)C1=C(O)CC(C)(C)CC1=O | nt | nt | 9 | nt
O=C(COC(=O)c1ccccc1Br)NCC1CCCCC1 | 1 | nt | nt | nt
Cc1cc(Nc2ccc(O)cc2)ccc1N | 8 | nt | nt | nt
Brc1ccc(-c2ccc(C3Nc4cccc5cccc(c45)N3)o2)cc1 | -3 | nt | nt | nt
CCn1c(CCl)nc2cc(S(=O)(=O)N3CCOCC3)ccc21 | -1 | nt | nt | nt
Cc1cc(C(=O)COc2ccc(C#N)cc2)c(C)n1CC1CCCO1 (stereo not drawn) | -9 | nt | nt | nt
O=C1NC(Cc2ccc(O)cc2)c2nc3ccccc3c(=O)n2-c2cc(Cl)ccc21 (stereo not drawn) | -8 | nt | nt | nt
Cc1ccc2c(c1)-n1c(nc3ccccc3c1=O)C(Cc1ccccc1)NC2=O (stereo not drawn) | -4 | nt | nt | nt
Cc1ccc2c(c1)-n1c(nc3ccc(C)cc3c1=O)C(Cc1ccccc1)NC2=O (stereo not drawn) | 4 | nt | nt | nt
O=C(NCC(c1ccco1)N1CCCCC1)c1ccc([N+](=O)[O-])s1 (stereo not drawn) | -5 | nt | nt | nt
NC(=O)c1ccsc1NC(=O)CSc1n[nH]c(N)n1 | -1 | nt | nt | nt
COc1ccc2nc3n(c(=O)c2c1)-c1cc(C)ccc1C(=O)NC3Cc1ccc(O)cc1 (stereo not drawn) | 4 | nt | nt | nt
CCOC(=O)[C@H]1[C@H]2COc3cc(OC)ccc3[C@@H]2N2C(=O)[C@@H](CO)NC(=O)[C@@]12C | 4 | nt | nt | nt
Cc1ccc2c(c1)-n1c(nc3ccc(C)cc3c1=O)C(Cc1ccc(O)cc1)NC2=O (stereo not drawn) | -2 | nt | nt | nt
CC(C)CC1NC(=O)c2ccc(Cl)cc2-n2c1nc1ccc(F)cc1c2=O (stereo not drawn) | 3 | nt | nt | nt
O=C1NC(Cc2ccc(O)cc2)c2nc3cc(F)ccc3c(=O)n2-c2cc(Cl)ccc21 (stereo not drawn) | 1 | nt | nt | nt
Cc1ccc2nc3n(c(=O)c2c1)-c1ccccc1C(=O)NC3Cc1ccc(O)cc1 (stereo not drawn) | -7 | nt | nt | nt
C=C1/C=C(\C)[C@](C)(O)C[C@H](O)CC(=O)[C@H](O)[C@@H](O)[C@H](C)C[C@H](C)OC(=O)/C(C)=C/CC/C=C/[C@@H]2O[C@H]2C[C@H](C)C1 | 8 | nt | nt | nt
Cc1ccc2c(c1)-n1c(nc3ccc(Cl)cc3c1=O)C(CC(C)C)NC2=O (stereo not drawn) | -2 | nt | nt | nt
O=C(COC(=O)CNC(=O)C1CCCCC1)Nc1ccccc1 | 1 | nt | nt | nt
O=C(COC(=O)c1cncc(Br)c1)NC12CC3CC(CC(C3)C1)C2 | -7 | nt | nt | nt
CC(C)CC1NC(=O)c2ccccc2-n2c1nc1ccc(Cl)cc1c2=O (stereo not drawn) | 11 | nt | nt | nt
CC(C)CC1NC(=O)c2cc(Cl)ccc2-n2c1nc1cc(F)ccc1c2=O (stereo not drawn) | -1 | nt | nt | nt
O=C(NCc1cc(C(F)(F)F)ccc1Cl)c1cccc2c1C(=O)c1ccc(Cl)cc1S2(=O)=O | -1 | nt | nt | nt
O=C(COc1ccc2ccc(=O)oc2c1)NC1CCS(=O)(=O)C1 (stereo not drawn) | -14 | nt | nt | nt
Cc1ccc2c(c1)-n1c(nc3cc(C)ccc3c1=O)C(Cc1ccccc1)NC2=O (stereo not drawn) | 1 | nt | nt | nt
CC1(c2ccccc2)ON(c2ccccc2C(F)(F)F)C1=O (stereo not drawn) | 5 | nt | nt | nt
c1ccc2c(c1)-c1cccc3c1c-2cc1ccccc13 | -28 | nt | nt | nt
O=C(Nc1ccc(Cl)cc1)Nc1ccc(Cl)c(Cl)c1 | 7 | nt | nt | nt
Cc1cnc(NC(=O)c2cc(S(=O)(=O)N(C)C)ccc2N2CCCC2)s1 | 0 | nt | nt | nt
C/C(=C\c1ccccc1)C1Nc2cccc3cccc(c23)N1 | 3 | nt | nt | nt
C#CCN(Cc1ccccc1)S(=O)(=O)C=C | 5 | nt | nt | nt
O=C(Nc1cc2c(cc1[N+](=O)[O-])OCCO2)c1cccnc1 | 1 | nt | nt | nt
CC[C@]1(c2ccccc2OC)ON(c2ccccc2C(F)(F)F)C1=O | 6 | nt | nt | nt
N#Cc1c(N)sc(=S)c2c1CCN(Cc1ccccc1)C2 | nt | i | nt | nt
CC(C)(C)OC(=O)N[C@@H](Cc1ccccc1)c1nnc(S(=O)(=O)Cc2ccccc2)o1 | 76* | i | nt | nt
Cc1cc2c(nc1C)CCCN2C[C@@H](C)O/N=C1/[C@H]2CCn3c(=O)n(-c4ccccc4)c(=O)n3[C@H]2[C@H](O)[C@@H]2O[C@H]12 | -21 | i | nt | nt
CC(C)Oc1ccc(-c2nn(-c3ccccc3)cc2/C=c2\sc3ncnn3c2=O)cc1 | 3 | i | nt | nt
NC(=O)C(CC(=O)O)NC(=O)[C@@H]1CCOc2c(I)cc([N+](=O)[O-])cc2C(=O)N[C@@H](CCC(=O)O)C(=O)N[C@@H](CO)C(=O)N1 (stereo partly drawn) | 6 | i | nt | nt
Cc1ccc(/C(C#N)=C\c2cn(C)c3ccccc23)cc1 | 2 | i | nt | nt
C[C@@H]1NC(=O)[C@H](CC(N)=O)NC(=O)c2cc([N+](=O)[O-])cc(I)c2OCC[C@@H](C(=O)NC(CC(=O)O)C(N)=O)NC1=O (stereo partly drawn) | 5 | i | nt | nt
COC(=O)C1=C(C)N(CC2CC2)C(=O)N[C@H]1c1ccc(Br)cc1 | 2 | i | nt | nt
NC(=O)CC1NC(=O)c2cc([N+](=O)[O-])cc(I)c2OCCC(C(N)=O)NC(=O)[C@@H]2CCCN2C1=O (stereo partly drawn) | 8 | i | nt | nt
CCn1c(CSc2nnc(-c3cccnc3)n2-c2ccccc2C)nc2cc(C(=O)O)ccc21 | -3 | i | nt | nt
Cc1cn(S(=O)(=O)c2ccc(Br)c3ccccc23)cn1 | 5 | i | nt | nt
C[C@@H]1NC(=O)c2cc([N+](=O)[O-])cc(I)c2OCC[C@@H](C(=O)NC(CC(=O)O)C(N)=O)NC(=O)[C@H](CCC(=O)O)NC1=O (stereo partly drawn) | 4 | i | nt | nt
Cn1c(=O)c(C(=O)COC(=O)c2cc(C3CC3)nc3ccccc23)c(N)n(Cc2ccccc2)c1=O | 4 | i | nt | nt
CC(C)(C)NC(=O)C(c1ccco1)N(C(=O)Cn1nnc(-c2ccc(F)cc2)n1)c1ccccc1 (stereo not drawn) | 1 | i | nt | nt
CCOc1cc(C(=O)N2CCc3cc(OC)c(OC)cc3C2)ccc1OC(F)F | -2 | i | nt | nt
Cc1ccc(S(=O)(=O)N2CCC(=O)N(CCOC(=O)NCc3ccccc3)CC2)cc1 | -6 | i | nt | nt
NC(=O)[C@@H]1CCCNc2c(I)cc([N+](=O)[O-])cc2C(=O)N[C@@H](CCCN=C(N)N)C(=O)N[C@@H](CCCN=C(N)N)C(=O)N1 | 8 | i | nt | nt
CCCCc1ccc(C2C(C#N)=C(N)SC(N)=C2C#N)s1 | 6 | 100* | nt | nt
C#CCOCCOCCOCCNc1nc(N2CCN(C(=O)CCCCCCCCCCNC(=O)[C@H]([C@@H](C)CC)n3cc(CCCCN=C(N)N)nn3)CC2)nc(N2CCN(C(=O)CCCCCCCCCCNC(=O)[C@H]([C@@H](C)CC)n3cc(CCCCN=C(N)N)nn3)CC2)n1 | ? | i | nt | nt
Cc1nc2ccccn2c1/C(O)=C1\C(=O)C(=O)N(CCCN(C)C)C1c1ccc(F)cc1 (stereo not drawn) | -8 | i | nt | nt
CCOC(=O)C1=C(C)N(CCCC(=O)NCc2ccc3c(c2)OCO3)C(=O)NC1c1ccc(Br)cc1 (stereo not drawn) | 4 | i | nt | nt
CCn1cc(C(=O)NC2CCC(C)CC2)c(=O)c2cc(S(=O)(=O)N3CCCCC3)ccc21 (stereo not drawn) | 0 | i | nt | nt
C[C@H]1CC[C@H]2C(=O)N[C@H](Cc3ccccc3)C(=O)N2[C@@H]1c1ccccc1 | -4 | i | nt | nt
C[C@@H]1NC(=O)c2cc([N+](=O)[O-])cc(I)c2OCC[C@@H](C(=O)NC(CC(=O)O)C(N)=O)NC(=O)[C@H](CC(N)=O)NC1=O (stereo partly drawn) | 0 | i | nt | nt
COc1ccc(C2C=C(c3ccc(Cl)cc3)Nc3nc(NC(C)=O)nn32)cc1 (stereo not drawn) | 4 | i | nt | nt
COc1ccc2c(c1)O[C@@H](c1cccc(C(F)(F)F)c1)[C@H](OC(=O)Nc1ccc(OC(F)F)cc1)C2=O | -3 | i | nt | nt
Additional compounds.
SMILES | HDAC3 inh | ANO1 block | SKKanGAS inh | KCNK3 inh
CCOC(=O)c1ccc2c(c1)C1C=CCC1C(C(=O)O)N2 (stereo not drawn) | 6 | i | nt | nt
C=C(C)C(=O)Nc1cccc(C2=NOC3(C2)C[C@@H](C(N)=O)N(C(=O)c2ccc(Cl)cc2)C3)c1 (stereo partly drawn) | -1 | i | nt | nt
Cc1ccc(Cl)cc1NC(=O)COC(=O)c1ccc(COc2ccc3c(C)cc(=O)oc3c2)cc1 | -5 | i | nt | nt
CC[C@H](C)[C@@H](C(=O)NCCCCCCCCCCC(=O)N1CCN(C(=O)OC(C)(C)C)CC1)n1cc(CCCCN=C(NC(=O)OC(C)(C)C)NC(=O)OC(C)(C)C)nn1 | ? | i | nt | nt
Cc1ccc(S(=O)(=O)NC(CCc2ccccc2)CC(=O)C(C)(C)C)cc1 (stereo not drawn) | -1 | i | nt | nt
CCOc1ccc(C2C(C(=O)c3cccs3)=C(O)C(=O)N2CCCn2ccnc2)cc1 (stereo not drawn) | 7 | i | nt | nt
Nc1nc(N)c2nc(CNc3ccc(C(=O)NC(CCC(=O)O)C(=O)O)cc3)cnc2n1 (stereo not drawn) | -21 | i | nt | nt
CC1(C)O[C@H]2OC([C@H](O)CON3C(=O)c4ccccc4C3=O)[C@H](O)[C@H]2O1 (stereo partly drawn) | 10 | i | nt | nt
COc1cc(/C=N/Nc2ccccc2)ccc1OC(=O)c1cccs1 | 16 | i | nt | nt
COc1cccc([C@@H]2Oc3ccc(OC)cc3C(=O)[C@H]2OC(=O)Nc2cc(OC)c(OC)c(OC)c2)c1 | 6 | i | nt | nt
COC/C=C/C1=CC2=CC(=O)C(C)(OC(=O)c3ccco3)C(=O)C2=CO1 (stereo not drawn) | 0 | i | nt | nt
COc1cccc([C@@H]2Oc3ccc(Br)cc3C(=O)[C@H]2OC(=O)NC2CCCC2)c1 | -7 | i | nt | nt
CCCCNc1cccc2c1S(=O)(=O)N(CCCC)CC(COCc1ccccc1)O2 (stereo not drawn) | nt | nt | nt | i

Record cards (already shown). Screens in order: HDAC3 inh	ANO1 block	SKKanGAS inh	KCNK3 inh
CCCCNc1cccc2c1S(=O)(=O)N(CCCC)CC(COCc1ccccc1)O2 (stereo not drawn) in the list: nt	nt	nt	i
CCOC(=O)c1ccc2c(c1)C1C=CCC1C(C(=O)O)N2 (stereo not drawn) in the list: 6	i	nt	nt
COc1cccc([C@@H]2Oc3ccc(Br)cc3C(=O)[C@H]2OC(=O)NC2CCCC2)c1 in the list: -7	i	nt	nt
Cc1ccc(Cl)cc1NC(=O)COC(=O)c1ccc(COc2ccc3c(C)cc(=O)oc3c2)cc1 in the list: -5	i	nt	nt

Looked up one by one from the entries so far, 2 records:
SMILES | HDAC3 inh | ANO1 block | SKKanGAS inh | KCNK3 inh
CC1(C)O[C@H]2OC([C@H](O)CON3C(=O)c4ccccc4C3=O)[C@H](O)[C@H]2O1 (stereo partly drawn) | 10 | i | nt | nt
Cc1cc2c(nc1C)CCCN2C[C@@H](C)O/N=C1/[C@H]2CCn3c(=O)n(-c4ccccc4)c(=O)n3[C@H]2[C@H](O)[C@@H]2O[C@H]12 | -21 | i | nt | nt

Screening data from PubChem BioAssay.
